# Tau FP inhib = inhibitors of human tau fibril formation. P10636. K18 P301L tau heparin fibrillization, Alexa594 FP, 6 h. Potency, µM (doses to about 57.7 µM), without a hit: at the top dose activity, negative = inhibition, usual class: inhibitors. 280,000 compounds, 0.39% hits. AID 1468; also: % is scaled to controls: 0 for no effect and ±100 for the full control effect; nearly all actives have a fitted effect of over 55% in size
# Target sequence (P10636 561-689 P618L limits assumed): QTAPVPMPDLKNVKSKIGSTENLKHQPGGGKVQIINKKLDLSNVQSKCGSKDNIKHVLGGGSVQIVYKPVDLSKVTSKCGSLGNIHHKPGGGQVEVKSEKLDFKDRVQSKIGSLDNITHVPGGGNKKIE
#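 Heparin (20 uM) drove fibril formation of recombinant tau K18 P301L, 15 uM unlabeled with 0.24 uM Alexa 594 label, for 6 hr at 37 C in 100 mM sodium acetate pH 7. Fluorescence polarization (555/632 nm) read 1 hr after 30 uM ThT.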
# TRb-SRC2 inh = disrupts binding of human TR beta to SRC2; P10828; TRbeta-SRC2 peptide binding, fluorescence polarization; receptor liganded with 1 µM T3; Potency, µM (titrated, usually from 106 µM), inactives show at the top dose activity change, negative = inhibition, usual class: inhibitors; 280,000 compounds, 0.065% hits;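 also: plate controls were bound peptide for no effect and peptide without receptor for full effect; nearly all actives have a fitted effect of over 50% in size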
#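 A fluorescence polarization screen tested compounds at multiple concentrations against complex formation between 0.6 uM TRb ligand-binding domain and 20 nM Texas Red SRC2 peptide, with 1 uM T3 present; readout after 5 hr.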
# RECQ1 helicase = RECQ1 (human) helicase inhibition; Potency, µM (top dose mostly 57.3 µM), for inactives: at the top dose activity, negative = inhibition, most hits filed as inhibitors; 240,000 compounds, 0.54% hits; RECQ1 DNA unwinding, red fluorescence kinetic read;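 also: plate controls were vehicle for no effect and no enzyme for full effect; nearly all actives have a fitted effect of over 30% in size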
#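 RECQ1T1 50 nM; forked duplex (20 bp + 30-nt ss tails) 200 nM, ATP 2 mM final; pH 8.0, 2 mM MgCl2, 2.5 ug/ml poly(dI-dC); 15 min compound preincubation; discontinuous kinetic read over 2 h at RT.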
# TR SRC2 fluor cs = counter-screen for TRb-SRC2 inhibitors: fluorescence interference; TRb/SRC2 Texas Red total fluorescence interference; Potency, µM (titrated, usually from 106 µM), for inactives: at the highest dose fluorescence change, negative = quenching; 280,000 compounds, 0.29% hits; AID 1479; active = well fitted curve in either direction with a large enough effect; inconclusive = small, poorly fitted or top-dose-only effect; also: % is scaled to controls: 0 for no effect and ±100 for the full control effect
#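 Flags fluorescent or light-absorbing compounds by total fluorescence, S + 2P, at 555 nm excitation and 632 nm emission. Mixture: 20 nM Texas Red SRC2 peptide, 0.6 uM human TRb LBD, 1 uM T3, 5% DMSO; compound exposure 5 h at ambient temperature.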
# Tau fluor cs = counter-screen for tau fibril formation inhibitors. tau K18 P301L Alexa594 fluorescence, heparin fibrillization. Potency, µM (top dose mostly 57.7 µM), without a hit: top-dose activity change, negative = decrease. 280,000 compounds, 0.93% hits; also: % is scaled to controls: 0 for no effect and ±100 for the full control effect; nearly all actives have a fitted effect of over 55% in size
#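 Human K18 P301L tau (15 uM unlabeled plus 0.24 uM Alexa 594-labeled, final) in 100 mM sodium acetate pH 7 was mixed with compound and 20 uM heparin and incubated 6 hr at 37 C.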
# Tau ThT inhib = blocks human tau fibril formation measured by thioflavin T. AID 1460. recombinant tau K18 P301L (four-repeat tau fragment), heparin-induced fibrillization, ThT fluorescence. P10636. 270,000 compounds, 2.1% hits. Potency, µM (top dose mostly 57.4 µM), for inactives: top-dose activity, negative = inhibition, most hits filed as inhibitors; also: % is scaled to controls: 0 for no effect and ±100 for the full control effect; nearly all actives have a fitted effect of over 55% in size
#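 Aggregation was driven by heparin (20 uM final) acting on recombinant tau […] bearing P301L in 100 mM sodium acetate pH 7; fibrils were detected with Thioflavin T.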
# HTT cytoprotect = Huntington cell model cytoprotection by ATP luminescence. 230,000 compounds, 0.14% hits. Potency, µM (series often up to 56.4 µM), for the others: cytoprotection (ATP increase), actives largely listed as activators. PC12 HTT-Q103 induced, cytoprotection, ATP luminescence, 40 h;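 also: % of control where 0% means no effect; nearly all actives have a fitted effect of over 45% in size; toxic huntingtin expression switched on by the ecdysone agonist tebufenozide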
#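 Stable PC12 Q103-GFP cells in serum-supplemented, phenol red-free DMEM; induction by tebufenozide at 100 nM final; compound dose series; cell viability quantified luminescently from ATP.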
# L3MBTL1 inh = inhibitors of human L3MBTL1; Potency, µM (highest dose often 57.1 µM), for the others: top-dose activity, negative = inhibition, hits mostly inhibitors; 230,000 compounds, 0.66% hits; Q9Y468; AlphaScreen L3MBTL1–H3K9me1 peptide binding; also: % is scaled to controls: 0 for no effect and ±100 for the full control effect; nearly all actives have a fitted effect of over 60% in size
# Target sequence (Q9Y468 whole entry, looked up): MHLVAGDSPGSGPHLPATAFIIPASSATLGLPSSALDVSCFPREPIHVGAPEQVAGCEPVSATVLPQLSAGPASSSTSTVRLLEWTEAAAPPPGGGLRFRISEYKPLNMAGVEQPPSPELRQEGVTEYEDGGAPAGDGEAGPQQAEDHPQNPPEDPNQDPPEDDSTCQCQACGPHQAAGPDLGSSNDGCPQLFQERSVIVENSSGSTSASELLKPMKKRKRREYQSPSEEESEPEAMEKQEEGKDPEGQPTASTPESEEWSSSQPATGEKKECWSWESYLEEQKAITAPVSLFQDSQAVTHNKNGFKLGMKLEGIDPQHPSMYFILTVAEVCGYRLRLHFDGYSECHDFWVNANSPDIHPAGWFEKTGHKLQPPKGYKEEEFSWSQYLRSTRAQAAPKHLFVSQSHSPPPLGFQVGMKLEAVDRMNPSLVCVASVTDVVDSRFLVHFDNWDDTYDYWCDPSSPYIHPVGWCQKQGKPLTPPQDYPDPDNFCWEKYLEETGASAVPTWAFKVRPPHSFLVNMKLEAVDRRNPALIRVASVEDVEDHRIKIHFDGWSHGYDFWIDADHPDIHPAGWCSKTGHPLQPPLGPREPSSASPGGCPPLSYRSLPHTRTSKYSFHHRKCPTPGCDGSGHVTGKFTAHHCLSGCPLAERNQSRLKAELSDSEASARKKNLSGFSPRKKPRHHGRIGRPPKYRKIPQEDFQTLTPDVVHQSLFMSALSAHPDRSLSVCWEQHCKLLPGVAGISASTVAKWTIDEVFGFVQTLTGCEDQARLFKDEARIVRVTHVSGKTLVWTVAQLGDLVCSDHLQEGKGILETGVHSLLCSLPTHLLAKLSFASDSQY
#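 L3MBTL1 50 nM + b-AHA-H3(1-15)K9me1 75 nM, 30 min RT; compound added, 30 min RT; streptavidin donor/Ni-chelate acceptor beads 10 ug/mL each final, 30 min RT dark; AlphaScreen read.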
# * marks the source's active call; other numbers are inactive results; i = inactive; ? = inconclusive; · = no result given; [ ] = remark or other dose. Unless noted, calls follow the shape of the dose curve; as a rule, active = well fitted curve in the direction sought with a large enough effect; inconclusive = small, poorly fitted or top-dose-only effect, or another doubt; inactive = no such curve, though single readings can be large; an effect the other way counts as inactive or inconclusive. Potency is read from the fitted curve at half-maximal effect. A portion of the library, so the mix of outcomes need not match the whole.
canonical_smiles,Tau FP inhib,TRb-SRC2 inh,RECQ1 helicase,TR SRC2 fluor cs,Tau fluor cs,Tau ThT inhib,HTT cytoprotect,L3MBTL1 inh
O=C(CSc1nc2ccsc2c(=O)n1Cc1ccccc1)NCc1ccco1,-3.6%,-21.5%,-8.4%,2.4%,-19.7%,-16.7%,-4.4%[10 µM],4.9%
Cc1cccc(NC(=O)CN2C(=O)S/C(=C\C(=O)Nc3ccc(Cl)cc3)C2=O)c1,-4.2%,-3.9%,2.7%,-0.8%,?,0.7%,·,8.6%
Fc1ccc(-c2nnc(NC3=NCCCCC3)o2)cc1,-1.9%,-0.2%,-17.7%,0.7%,-10.5%,-15.5%,-115.4%[inhibitor],-1.0%
O=C(O)c1cc(/C=C/c2ccc(N3CCOCC3)c([N+](=O)[O-])c2)nc2ccccc12,-4.6%,-2.1%,-0.5%,-2.1%,-21.9%,14.1µM*,-49.4%[inhibitor][10 µM],·
COc1ccc(-c2c(C)nn3c(-c4ccccc4)cc(-c4ccccc4)nc23)cc1OC,16.0%,-26.3%[53 µM],·,-80.7%[53 µM],?,-20.0%,·,·
CCn1nc(-c2ccccc2)c(-c2ccccc2)c(C(=O)Nc2ccccc2C#N)c1=O,4.4%,2.1%,·,-0.6%,-2.5%,1.6%,·,·
COc1ccccc1Oc1ccc2c(c1)C(=O)N(c1ccc(Br)c3cccnc13)C2=O,6.7%,0.5%,13.5%,-0.9%,-11.9%,-14.0%,-29.0%,0.9%
CCOc1ccc(NC(=O)Cn2nc(SC)c(S(=O)(=O)c3ccccc3)c2N)cc1,-15.2%,-7.4%,·,-0.4%,?,-5.9%,·,·
N#CC1c2ccccc2C=CN1C(=O)c1ccccc1 (configuration not stated),-2.9%,13.9%,-3.2%,-0.7%,-16.2%,-11.5%,-6.6%[10 µM],-3.4%
CC(C)C(=O)Nc1ccc2c(c1)nc1n2CCSC1,-2.1%,3.5%,-0.6%,2.2%,5.1%,0.3%,-5.7%[10 µM],-0.6%
CC(=O)N1CCN(C2=NC(=O)/C(=C\c3cccs3)S2)CC1,-2.3%,-0.2%,-6.2%,-2.7%,-12.2%,-17.7%,21.5%[10 µM],-4.3%
CC(C)C(=O)NS(=O)(=O)c1ccc(N)cc1,2.3%,-7.3%,-7.4%,0.0%,-4.0%,-6.4%,17.6%,-0.3%
O=C1OC(Nc2ccc(Br)cn2)c2ccccc21 (configuration not stated),11.3%,-4.9%,-2.0%,-4.3%,-1.7%,-9.5%,-11.2%,-0.2%
C[C@H](NC(=O)c1nc[nH]c1C(=O)N[C@@H](Cc1ccccc1)C(=O)OC(C)(C)C)C(=O)OC(C)(C)C,-15.7%,10.1%,-25.0%,-4.7%,-26.6%,-7.4%,4.4%[10 µM],·
O=C(COc1ccccc1)Nc1nnc(S(=O)(=O)Nc2ccccc2)s1,-7.8%,-22.3%,·,0.0501µM*[quencher],?,?,·,2.5%
CCCOc1ccc(NC(=O)OC2CCN(C)CC2)cc1,-2.9%,2.6%,-5.4%,-1.3%,8.1%,4.4%,·,-1.9%
Cc1ccc(N2C(=O)CC(Sc3ncn[nH]3)C2=O)cc1C (configuration not stated),0.1%,-2.9%,-18.4%,4.2%,-3.4%,-13.5%,-21.3%,-3.1%
Cc1ccc(N2CC(C(=O)Nc3nnc(C(C)C)s3)CC2=O)cc1 (configuration not stated),-6.1%,0.0%,i,-1.5%,-16.2%,-16.7%,-11.9%,·
CCOC(=O)Cn1c(O)c(N=NC(=O)OC)c2ccccc21,-8.8%,-5.8%,0.4%,-0.5%,-9.2%,-4.6%,6.4%[10 µM],5.8%
O=C(NC(NC(=S)Nc1cccc(C(=O)O)c1)C(Cl)(Cl)Cl)OCc1ccccc1 (configuration not stated),5.3%,-0.5%,-0.6%,-0.6%,-10.2%,-5.8%,1.5%[10 µM],2.2%
CCCOc1ccc(Oc2cc(C)nc(SC)n2)nn1,2.3%,-24.9%,-20.7%,0.7%,9.6%,6.3%,4.1%,12.2%
O=c1cc(-c2ccc3c(c2)OCCO3)oc2ccc(Cl)cc12,?,-0.6%,16.8%,-0.7%,-12.2%,?,-21.9%[10 µM],10.8%
Cc1ccc(OCc2nnc(SCC(=O)c3ccccc3)n2Cc2ccco2)cc1,7.7%,-11.6%,-10.9%,-1.2%,-10.3%,?,-28.4%[0.074 µM],-5.6%
CCCCN1CCc2c1nc1ccc(Br)cc1c2N,-2.0%,-3.5%,-5.6%,0.3%,-23.2%,-22.3%,-8.8%,·
CN(C)S(=O)(=O)c1ccc(C(=O)Nc2cccnc2)cc1,-0.2%,-2.4%,i,-1.7%,-0.3%,5.8%,-11.7%,·

# Ordered by length of the SMILES (highest first): some entries from above
canonical_smiles,Tau FP inhib,TRb-SRC2 inh,RECQ1 helicase,TR SRC2 fluor cs,Tau fluor cs,Tau ThT inhib,HTT cytoprotect,L3MBTL1 inh
COc1ccccc1Oc1ccc2c(c1)C(=O)N(c1ccc(Br)c3cccnc13)C2=O,6.7%,0.5%,13.5%,-0.9%,-11.9%,-14.0%,-29.0%,0.9%
Fc1ccc(-c2nnc(NC3=NCCCCC3)o2)cc1,-1.9%,-0.2%,-17.7%,0.7%,-10.5%,-15.5%,-115.4%[inhibitor],-1.0%
N#CC1c2ccccc2C=CN1C(=O)c1ccccc1 (configuration not stated),-2.9%,13.9%,-3.2%,-0.7%,-16.2%,-11.5%,-6.6%[10 µM],-3.4%

# Other records.
canonical_smiles,Tau FP inhib,TRb-SRC2 inh,RECQ1 helicase,TR SRC2 fluor cs,Tau fluor cs,Tau ThT inhib,HTT cytoprotect,L3MBTL1 inh
Cc1ccc(S(=O)(=O)CC(=O)Nc2ccc(S(=O)(=O)Nc3ccccn3)cc2)cc1,-1.2%,-0.1%,-2.8%,-1.6%,-4.5%,-4.3%,-39.5%[inhibitor],·
S=c1sc2c(Cl)ncnc2n1-c1ccccc1,-2.8%,0.2%,-1.7%,-0.6%,-23.6%,?,-197.7%[inhibitor],·
Cn1nnc2c(N3CCN(c4cccc(Cl)c4)CC3)ncnc21,-4.0%,1.7%,·,0.0%,-11.6%,?,·,·
CCCOc1ccc(C2C(=O)N(C3CCCCCC3)CC(=O)N2CCCOCC)cc1OC (configuration not stated),6.8%,-6.2%,·,-0.5%,4.1%,12.2%,·,·
CSc1nnc(C(C)(C)C)c(=O)n1/N=C/c1ccc(Cl)cc1,-7.1%,-0.1%,-13.2%,0.0%,-5.6%,-6.2%,-3.9%[10 µM],2.5%
CCc1nc(SCc2ccc(C(=O)OC)o2)n[nH]1,2.2%,-10.2%,15.6%,-2.5%,1.1%,1.2%,9.3%[10 µM],47.2%[activator]
CCOC(=O)C1(CC2CC2)CCN(C(=O)c2ocnc2C)CC1,-0.9%,-1.6%,-5.0%,-1.3%,-4.5%,-4.0%,-1.8%[10 µM],5.8%
CC(NC(=O)COC(=O)C1CSC2(C)CCC(=O)N12)C12CC3CC(CC(C3)C1)C2 (configuration not stated),0.6%,2.2%,0.7%,0.2%,-11.0%,-8.7%,-44.9%[inhibitor],·
O=C(CSc1ccc(-c2cccs2)nn1)N1CCCCCC1,-8.7%,-4.1%,-0.5%,-4.7%,-2.9%,3.0%,-6.5%[10 µM],9.0%
COc1ccccc1CNS(=O)(=O)c1ccc(F)c(C(=O)Nc2cc(Cl)ccc2OC)c1,-9.7%,8.4%,·,-0.9%,?,6.0%,·,·
Cc1ccc(NC(=O)Cn2nc(C)n3cccc3c2=O)c(C)c1,?,-7.9%,·,-1.7%,5.9%,16.3%,·,·
Cc1csc(/N=C/N(C)C)c1C#N,4.7%,-1.2%,-4.6%,-1.5%,-2.8%,-1.5%,7.4%[10 µM],-0.2%
CCOC(=O)C(CC)/C(C)=N\NC(=O)c1cccc(C)c1 (configuration not stated),1.5%,3.3%,3.8%,-2.2%,-15.9%,?,?,-1.7%
Cc1nc(C(C)NC(=O)CCc2nnc(-c3ccsc3)o2)cs1 (configuration not stated),2.6%,8.0%,-0.3%,0.1%,1.4%,-2.1%,14.3%[10 µM],8.0%
Cc1ccc(Oc2ncccc2CO)cc1,-3.5%,7.2%,-7.9%,2.8%,1.3%,-1.0%,0.9%,7.5%
CCCN1C(=O)/C(=C\C=C2/Sc3ccccc3N2CC)SC1=S,-3.6%,?,i,?,17.3%,?,24.2%[10 µM],2.1%
S=C(NC1CCCCC1)NC1CCCCC1,·,1.2%,-1.6%,-1.3%,·,·,-2.8%,·
Cn1c(S(=O)(=O)O)nc2ccccc21,2.5%,-6.7%,-5.6%,-3.0%,-3.2%,-1.5%,-15.1%[10 µM],2.9%
Cc1c(NC(=O)CC(C)C)cccc1-c1nc2cccnc2s1,-3.4%,0.7%,·,1.1%,9.5%,-7.2%,·,·
CC1CC(Nc2ccccc2)c2ccccc2N1C(=O)c1ccncc1 (configuration not stated),12.4%,5.5%,-18.6%,-2.1%,-14.6%,-13.3%,?,·
CCOC(=O)c1c(C)n(C)c2ccc(OCC(O)CN3CCC(C)CC3)cc12 (configuration not stated),6.4%,-17.8%,-3.7%,0.7%,-0.3%,-7.3%,-16.7%,·
O=C(Cc1nn[nH]n1)c1ccccc1O,6.6%,-2.1%,2.5%,-5.9%,3.1%,4.0%,·,11.6%
S=C(NCc1ccc2[nH]c3c(c2c1)CCCC3)Nc1ccccc1,11.8%,0.2%,-16.4%,-3.1%,12.6µM*[quencher],?,·,-8.7%
CCC(=O)N1CCc2cc(S(=O)(=O)CCC(=O)NCc3ccc(F)cc3)ccc21,-4.5%,0.1%,·,-1.2%,-17.0%,-3.9%,·,·
COc1cc(NC(=S)N(C)C)c(OC)cc1Cl,5.5%,-3.1%,-1.7%,-0.2%,8.6%,6.9%,22.3%[10 µM],4.1%
